Source: PubChem BioAssay
ROCK2 inh: inhibitors of human ROCK2 kinase, primary screen, biochemical, high-throughput, luminescence; purified ROCK2, Kinase-Glo ATP depletion luminescence; inhibition, % at 6 µM; actives 0.35% (n = 60,000); AID 604, 2007;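 active = inhibition above the screen-wide mean inhibition plus 3 SD, cut at about 18% in these data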;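 note: plate controls were DMSO wells for no effect and Y-27632 control wells after no-enzyme background subtraction for full effect; many of its hits are not listed in these tables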
MMP-13 inhibitor: human MMP13 inhibitors, primary screen, biochemical, FRET peptide cleavage; actives 0.07% (n = 65,000); inhibition, % at 4 µM; MMP-13 fTHP FRET cleavage, Mca fluorescence; AID 570, 2006;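 active = inhibition above the mean of compound-free control plate wells plus 3 SD, cut at about 14% in these data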;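 note: 0% = DMSO wells and 100% = wells with reference MMP-13 inhibitor after basal subtraction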
Ecoli tolC: growth inhibitors of E. coli tolC mutant, primary screen, strain BW25113 ΔtolC::kan, 384-well; OD615; growth inhibition, % at 10 µM (by protocol); actives 2.2% (n = 65,000); AID 573, 2007;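 active = growth inhibition at or above a cutoff equal to the mean over every tested compound plus 3 SD, cut at about 60% in these data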;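 note: growth measured after 20 h incubation at 37 °C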
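Doses: one dose of 10 µM final / Material: E. coli BW25113 ΔtolC::kan, tolC deletion mutant strain / Buffer or medium: LB with kanamycin 50 µg/mL / Evaluation: percent growth inhibition / Detection: optical density read at 615 nm / Incubation: 37 °C, 20 h exposure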
NADH enzymes: inhibitors of PK/LDH coupling enzymes, profiling panel, artefact control, biochemical, MLSMR library | AID 774, 2007 | coupled PK/LDH NADH assays, four targets | actives 0.02% (n = 65,000) | IC50, µM (titrated, usually from 10 µM), for inactives: at the highest dose inhibition;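 active = single-dose screening hits from any of four coupled enzyme assays that gave an IC50 when retested across doses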;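 note: the DPM-DC format reads NADH fluorescence rather than 340 nm absorbance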
JNK3 blocker: JNK3 kinase activity inhibitors, primary screen, biochemical, human, purified enzyme. Mitogen-activated protein kinase 10 (Homo sapiens), P53779. HTS. inhibition, % at 8 µM. actives 0.61% (n = 60,000). AID 746, 2007; in the data active = inhibition above about 17%;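 note: 0% = DMSO and 100% = reference inhibitor; many of its hits are not listed in these tables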
Fluor 339 460: intrinsic fluorescence of library compounds, ex339/em460 – biochemical, MLSMR library, data from DPM-DC assay, artefact control, profiling panel | compound autofluorescence, ex339/em460 nm, NADH buffer; stronger effect = higher value; 1 = no-compound wells, NADH background | fluorescence fold increase at 10 µM | actives 5.5% (n = 65,000) | AID 709, 2007;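 active = at 10 µM, mean starting fluorescence two-fold or more over control wells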;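 note: signal is the first read of a kinetic run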
PKA inh: inhibitors of human PKA kinase activity, primary screen, biochemical, ATP-depletion luminescence, Kemptide substrate; PKA Kemptide phosphorylation, Kinase-Glo ATP luminescence; cAMP-dependent protein kinase catalytic subunit alpha (Homo sapiens), P17612; inhibition, % at 6 µM; actives 0.1% (n = 65,000);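 active = inhibition above the screen-wide mean inhibition plus 3 SD, cut at about 21% in these data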; note: many of its hits are not listed in these tables
HEK293 NFkB inh: inhibitors of PMA/ionomycin-induced NF-kB reporter, primary screen, antigen receptor NF-kB inhibitor project, cell-based, HEK-293 luciferase reporter, luminescence | actives 0.21% (n = 62,000) | HEK-293 NF-kB luciferase reporter | AID 465, 2006 | inhibition, % at 3 µM;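 active = inhibition above the mean of all tested compounds plus 3 SD, cut at about 40% in these data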;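 note: 0% = stimulated DMSO wells and 100% = 10 µM reference inhibitor 5653914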
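System: NF-kB luciferase reporter HEK-293 cells | Replication: Single test | Control set: DMSO vs reference inhibitor | Evaluation: % inhibition | Schedule: 1 h pretreatment, 16 h stimulation, 37 °C | Probe or stimulus: PMA with ionomycin | Compound dosing: One dose, 3 µM | Detection: Luciferase luminescence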
Abs 340nm: compound light absorbance at 340 nm, profiling panel, artefact control, biochemical, MLSMR library, data from PS, PMK, MK assays; compound absorbance at 340 nm, fold over control; fold change at 10 µM; 65,000 tested, under 10 active;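 active = at 10 µM dose, initial 340 nm absorbance at least 2 fold that of control wells; inactive = change under 2 fold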;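 note: initial absorbance extrapolated from kinetic A340 decline of NADH oxidation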
Active calls of the source: *; [ ] = remark or other dose. An excerpt; count on the stated rates, not on these rows.

What do the screens show for `COC(=O)c1ccc(C2C(C#N)=C(C)NC3=C2C(=O)CC(C)(C)C3)cc1` (stereo unspecified)?
ROCK2 inh: -7; MMP-13 inhibitor: -73[fluorescence artefact?]; Ecoli tolC: 15; NADH enzymes: 4%[fluoresces]; JNK3 blocker: -7; Fluor 339 460: 4.7*; PKA inh: -4; HEK293 NFkB inh: 16; Abs 340nm: 1

Results for CCCC1(C(=O)OC)NC(c2cccc(F)c2)C2C(=O)N(CC)C(=O)C21 (stereo unspecified) ?
ROCK2 inh: 0; MMP-13 inhibitor: 1; Ecoli tolC: -2; NADH enzymes: 3%; JNK3 blocker: 1; Fluor 339 460: 1.1; PKA inh: 10; HEK293 NFkB inh: 7; Abs 340nm: 1.1

What do the screens show for `COc1cccc(OC)c1C(=O)Nc1ccccc1C(=O)N1CCOCC1`?
ROCK2 inh: 2; MMP-13 inhibitor: -5; Ecoli tolC: -4; NADH enzymes: 7%; JNK3 blocker: 0; Fluor 339 460: 1.1; PKA inh: 4; HEK293 NFkB inh: 7; Abs 340nm: 0.97

Results for CCSc1nnc(-c2ccc(S(=O)(=O)N3CCCC3)cc2)n1C ?
ROCK2 inh: 0; MMP-13 inhibitor: -13; NADH enzymes: 8%; JNK3 blocker: -2; Fluor 339 460: 1.1; PKA inh: -1; HEK293 NFkB inh: 5; Abs 340nm: 1

What do the screens show for `CC(=O)OCc1cc2cccc(C)c2[nH]c1=O`?
ROCK2 inh: 10; MMP-13 inhibitor: -1; Ecoli tolC: -17; NADH enzymes: 9%; JNK3 blocker: -4; Fluor 339 460: 1.4; PKA inh: 10; HEK293 NFkB inh: 16; Abs 340nm: 1

Results for O=C1CCCC2=C1C(c1cccc(Br)c1)n1nc(-c3ccco3)nc1N2 (stereo unspecified) ?
ROCK2 inh: 3; MMP-13 inhibitor: -5; Ecoli tolC: 2; NADH enzymes: 5%; JNK3 blocker: 8; Fluor 339 460: 1.5; PKA inh: 7; HEK293 NFkB inh: 7; Abs 340nm: 1

How did CN(CC(=O)Nc1ccc(F)c(F)c1F)c1cnccn1 do in these assays?
ROCK2 inh: 6; MMP-13 inhibitor: 0; Ecoli tolC: -11; NADH enzymes: 6%; JNK3 blocker: -2; Fluor 339 460: 1.1; PKA inh: -2; HEK293 NFkB inh: 13; Abs 340nm: 0.99

What do the screens show for `CC(C)Cn1cc(C(=O)NCc2cccs2)c2c3ccccc3n(C)c2c1=O`?
ROCK2 inh: 6; MMP-13 inhibitor: -29; Ecoli tolC: 19; NADH enzymes: 8%; JNK3 blocker: 2; Fluor 339 460: 2.6*; PKA inh: 5; HEK293 NFkB inh: 17; Abs 340nm: 1.1

Results for CCOC(=O)C1=C(O)C(=O)N(c2ccc(S(N)(=O)=O)cc2)C1c1ccccc1 (stereo unspecified) ?
ROCK2 inh: -5; MMP-13 inhibitor: -2; NADH enzymes: 3%; JNK3 blocker: -1; Fluor 339 460: 1.5; PKA inh: 1; HEK293 NFkB inh: 21; Abs 340nm: 1

How did COC(=O)[C@H](Cc1ccccc1)NC(=O)N1CCN(Cc2ccccc2)CC1 do in these assays?
ROCK2 inh: 4; MMP-13 inhibitor: 1; Ecoli tolC: -16; NADH enzymes: 3%; JNK3 blocker: 10; Fluor 339 460: 1.1; PKA inh: -1; HEK293 NFkB inh: 14; Abs 340nm: 1.1

How did CN1CCN(C(=O)C2CC(c3c(F)cccc3Cl)=NO2)CC1 (stereo unspecified) do in these assays?
ROCK2 inh: 7; MMP-13 inhibitor: -2; Ecoli tolC: -12; NADH enzymes: 5%; JNK3 blocker: -5; Fluor 339 460: 1.1; PKA inh: 7; HEK293 NFkB inh: 1; Abs 340nm: 1

Results for COc1ccc2c(c1)cc(C(=O)O)n2C ?
ROCK2 inh: -3; MMP-13 inhibitor: -87[fluorescence artefact?]; Ecoli tolC: -24; NADH enzymes: 15%[may fluoresce]; JNK3 blocker: 5; Fluor 339 460: 2.5*; PKA inh: 1; HEK293 NFkB inh: 23; Abs 340nm: 1

What do the screens show for `CS(=O)(=O)N(CC(=O)N1CCC(C(N)=O)CC1)c1ccc(Oc2ccccc2)cc1`?
ROCK2 inh: 5; MMP-13 inhibitor: 1; Ecoli tolC: -5; NADH enzymes: 7%; JNK3 blocker: -3; Fluor 339 460: 1.1; PKA inh: 9; HEK293 NFkB inh: 12; Abs 340nm: 1

Results for CCOC(=O)Cc1cc(=O)n2[nH]c(C)c(-c3ccc(OC)cc3)c2n1 ?
ROCK2 inh: -3; MMP-13 inhibitor: -4; Ecoli tolC: 14; NADH enzymes: 5%; JNK3 blocker: 4; Fluor 339 460: 1.4; PKA inh: -3; HEK293 NFkB inh: 5; Abs 340nm: 1

Results for COc1ccc(CCn2c(NCc3ccco3)nc3c2c(=O)[nH]c(=O)n3C)cc1 ?
ROCK2 inh: 8; MMP-13 inhibitor: -30; Ecoli tolC: -7; NADH enzymes: 11%; JNK3 blocker: -2; Fluor 339 460: 1; PKA inh: 5; HEK293 NFkB inh: 9; Abs 340nm: 0.99

What do the screens show for `CCCCSc1nnc(-c2cc(Br)ccc2N)c(=O)[nH]1`?
ROCK2 inh: 1; MMP-13 inhibitor: 0; Ecoli tolC: 39; NADH enzymes: 3%; JNK3 blocker: 3; Fluor 339 460: 1; PKA inh: -4; HEK293 NFkB inh: -2; Abs 340nm: 1

Results for COc1ccc(C2C3=C(OC(C)=O)c4ccccc4C3=Nc3c2c(=O)n(C)c(=O)n3C)cc1 (stereo unspecified) ?
ROCK2 inh: 3; MMP-13 inhibitor: 0; Ecoli tolC: -2; NADH enzymes: 13%; JNK3 blocker: -6; Fluor 339 460: 1.1; PKA inh: 4; HEK293 NFkB inh: 18; Abs 340nm: 1

What do the screens show for `COc1ccc(OC)c(Nc2nc(N)nc(-c3cc4ccccc4o3)n2)c1`?
ROCK2 inh: 4; MMP-13 inhibitor: 2; Ecoli tolC: -7; NADH enzymes: 4%; JNK3 blocker: 32*; Fluor 339 460: 1.6; PKA inh: 2; HEK293 NFkB inh: -12; Abs 340nm: 1.2

How did O=C(O)CSCC(=O)NCc1ccccc1 do in these assays?
ROCK2 inh: -4; MMP-13 inhibitor: -7; Ecoli tolC: -33; NADH enzymes: 5%; JNK3 blocker: -1; Fluor 339 460: 1.1; PKA inh: -3; HEK293 NFkB inh: 12; Abs 340nm: 1

How did Cc1ccc(-c2cc(C(=O)Nc3cc(C)ccc3C)[nH]n2)c(O)c1 do in these assays?
ROCK2 inh: 4; MMP-13 inhibitor: 2; Ecoli tolC: -15; NADH enzymes: 1%; JNK3 blocker: 8; Fluor 339 460: 1.1; PKA inh: 3; HEK293 NFkB inh: 2; Abs 340nm: 0.99

How did CCCOc1ccc(C2C(=O)N(C3CCCCC3)CC(=O)N2CCCOCC)cc1OC (stereo unspecified) do in these assays?
MMP-13 inhibitor: 2; Ecoli tolC: -2; NADH enzymes: 9%; Fluor 339 460: 0.99; PKA inh: 3; HEK293 NFkB inh: 15; Abs 340nm: 0.98

What do the screens show for `COc1cc(CN2CCN(c3cccc(C)c3C)CC2)cc(Br)c1O`?
ROCK2 inh: -2; MMP-13 inhibitor: 8; Ecoli tolC: 26; NADH enzymes: 11%; JNK3 blocker: -3; Fluor 339 460: 1.1; PKA inh: 6; HEK293 NFkB inh: 7; Abs 340nm: 1.1

What do the screens show for `COc1ccc(S(=O)(=O)N2CCCCC2C(=O)O)cc1OC` (stereo unspecified)?
MMP-13 inhibitor: -2; Ecoli tolC: -8; NADH enzymes: 4%; Fluor 339 460: 1.1; PKA inh: 1; HEK293 NFkB inh: 13; Abs 340nm: 1.1

Results for O=C(CCN1C(=O)c2cccnc2C1=O)NC1CCCCCC1 ?
ROCK2 inh: 0; MMP-13 inhibitor: -2; Ecoli tolC: -19; NADH enzymes: 6%; JNK3 blocker: 4; Fluor 339 460: 1; PKA inh: 4; HEK293 NFkB inh: 24; Abs 340nm: 0.97

Reprinted at random: two records from the list.
Results for O=C(CCN1C(=O)c2cccnc2C1=O)NC1CCCCCC1 ?
ROCK2 inh: 0; MMP-13 inhibitor: -2; Ecoli tolC: -19; NADH enzymes: 6%; JNK3 blocker: 4; Fluor 339 460: 1; PKA inh: 4; HEK293 NFkB inh: 24; Abs 340nm: 0.97

Results for CCOC(=O)Cc1cc(=O)n2[nH]c(C)c(-c3ccc(OC)cc3)c2n1 ?
ROCK2 inh: -3; MMP-13 inhibitor: -4; Ecoli tolC: 14; NADH enzymes: 5%; JNK3 blocker: 4; Fluor 339 460: 1.4; PKA inh: -3; HEK293 NFkB inh: 5; Abs 340nm: 1

(list continues)
How did O=C(NCc1ccccn1)c1c(O)c2cccc3c2n(c1=O)CC3 do in these assays?
ROCK2 inh: 4; MMP-13 inhibitor: 3; Ecoli tolC: -7; NADH enzymes: 9%; JNK3 blocker: 1; Fluor 339 460: 1; PKA inh: -2; HEK293 NFkB inh: 8; Abs 340nm: 0.95

Results for O=C(Nc1cccnc1)c1ccccc1F ?
ROCK2 inh: 5; MMP-13 inhibitor: 3; Ecoli tolC: -16; NADH enzymes: 5%; JNK3 blocker: 4; Fluor 339 460: 1; PKA inh: 10; HEK293 NFkB inh: 10; Abs 340nm: 1

Results for Cc1ccc(C)c(NC(=O)C2CC(O)CN2C(=O)OC(C)(C)C)c1 (stereo unspecified) ?
ROCK2 inh: 1; MMP-13 inhibitor: -3; Ecoli tolC: -16; NADH enzymes: 7%; JNK3 blocker: -10; Fluor 339 460: 1; PKA inh: 1; HEK293 NFkB inh: 13; Abs 340nm: 0.99

How did CC(=O)Nc1ccc(N/C=C/C(=O)C(C)(C)C)cc1 do in these assays?
ROCK2 inh: 4; MMP-13 inhibitor: 0; Ecoli tolC: -11; NADH enzymes: 7%; JNK3 blocker: -7; Fluor 339 460: 1.2; PKA inh: 5; HEK293 NFkB inh: 3; Abs 340nm: 1.4

Results for COC(=O)C1CCN(C(=O)Cc2ccc(OC)c(OC)c2)CC1 ?
ROCK2 inh: 5; MMP-13 inhibitor: -1; Ecoli tolC: -15; NADH enzymes: 2%; JNK3 blocker: 0; Fluor 339 460: 1.1; PKA inh: 12; HEK293 NFkB inh: -1; Abs 340nm: 1

How did Cc1ccc(NC(=O)C2CCN(S(=O)(=O)c3cccc4cccnc34)CC2)nc1 do in these assays?
ROCK2 inh: 3; MMP-13 inhibitor: 3; Ecoli tolC: 4; NADH enzymes: 8%; JNK3 blocker: -4; Fluor 339 460: 1.1; PKA inh: 7; HEK293 NFkB inh: 11; Abs 340nm: 1.1

How did CCCCN=C(C)C1=C(O)CSC1=O do in these assays?
ROCK2 inh: 6; MMP-13 inhibitor: -2; Ecoli tolC: -13; NADH enzymes: 8%; JNK3 blocker: -1; Fluor 339 460: 1.1; PKA inh: -1; HEK293 NFkB inh: 9; Abs 340nm: 1

Results for FC(F)Sc1nnc(-c2cccs2)n1-c1ccccc1 ?
ROCK2 inh: -1; MMP-13 inhibitor: -4; Ecoli tolC: 3; NADH enzymes: 3%; JNK3 blocker: -2; Fluor 339 460: 1; PKA inh: -6; HEK293 NFkB inh: -15; Abs 340nm: 1
